HCV NS3h FP = hepatitis C NS3 helicase inhibition, primary screen; inhibition, % at 100 µM; NS3h Cy5-dT15 DNA binding, fluorescence polarization; 1.6% of 16,000 active;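 active means inhibition above the average over every tested compound plus 3 SD, cut at about 40% in these data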
Cy5 interf NS3h = enhances or quenches Cy5 fluorescence in NS3h assay; fluorescence interference ratio at 100 µM; Cy5-dT15 DNA with NS3h, fluorescence interference; actives lie on both sides; signal over control mean, under 1 quenches; AID 720488; 6% of 16,000 active;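 active means compound fluorescence over control fluorescence at most 0.8, a quencher, or at least a set upper limit, an enhancer; inactive means ratio between 0.8 and the set upper limit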
* = called active by the depositor.

SMILES	HCV NS3h FP	Cy5 interf NS3h
COC(=O)C1=C(C)NC2=C(C(=O)c3ccccc32)C1c1ccc(OCc2ccc(Cl)cc2Cl)c(OC)c1 (stereo not drawn)	3	1
N#CCCS(=O)(=O)Oc1ccccc1	0	1.1
COC(=O)c1cccc(NC(=O)c2ccc(C)cc2)c1	4	0.95
O=C1C(=O)N(CCc2ccccc2)c2ccccc21	5	0.81
O=C(O)c1ccc(Nc2nc(-c3ccccc3)c3ccccc3n2)cc1	-6	1
COc1ccc(N(CC(=O)Nc2cccc(Br)c2)S(C)(=O)=O)cc1Cl	11	1
NS(=O)(=O)c1ccc(NC(=O)c2ccc(Oc3ccccc3)cc2)cc1	1	1.2*
CCc1ccc(NC(=O)C(=O)NCCN2CCN(C(=O)c3ccccc3Cl)CC2)cc1	3	0.94
Cc1ccc(S(=O)(=O)Nc2cc(Cl)c(O)c(Cl)c2)cc1	-4	0.99
CCOc1ccc(/C=C2\N=C(c3ccccc3F)OC2=O)cc1	53*	1
O=C(c1ccc(Cl)cc1)N1N=C(c2ccc(F)cc2)CC1(O)C(F)(F)F (stereo not drawn)	12	0.93
COc1ccc(N2C(=O)c3ccccc3NC2c2cc(OC)c(OC)c(OC)c2)cc1 (stereo not drawn)	17	1
CCOc1ccccc1NC1=C(Cl)C(=O)N(c2ccc(Br)cc2)C1=O	11	1.1
CN1C(=O)/C(=C2/C(=O)N(CC(N)=O)c3ccccc32)SC1=S	3	0.88
Cc1cc(-c2ccccc2)nc2cc(C(=O)N3CCCC3)nn12	1	1
COc1ccc(CC(=O)Nc2ccc(Br)cc2)cc1OC	4	0.9
O=C(Nc1ccc(Cl)cc1)c1cccc2ccccc12	8	0.94
COc1ccc(/C=C(\C#N)C(=O)Nc2ccc(F)cc2)c2ccccc12	12	1.1
CCN(CC)c1ccc(NC(=O)c2ccc(-c3ccc([N+](=O)[O-])cc3)o2)cc1	10	1.2
CCCCN1C(=O)/C(=C/c2ccc(OC)cc2OC)SC1=S	16	0.96
N#CC1=C(N)Oc2c([nH]c(=O)[nH]c2=O)C1c1ccccc1 (stereo not drawn)	2	1.1
Cc1cc(C)c(NC(=O)c2ccc([N+](=O)[O-])c(C)c2)c(C)c1	8	1.1
S=C(S)N(CCN(Cc1cccs1)C(=S)S)Cc1cccs1	10	0.92
COc1ccc(C2C(C(C)=O)C(=O)CC(C)(O)C2C(C)=O)c(OC)c1 (stereo not drawn)	2	0.97
CCOn1c(=O)c(-c2ccccc2)[n+]([O-])c2ccccc21	-2	0.96
CCc1ccc(S(=O)(=O)Nc2cc(-c3c(O)ccc4ccccc34)c(O)c3ccccc23)cc1	9	0.78*
COc1cc(/C=C2\SC(=S)N(CC(C)C)C2=O)ccc1O	17	0.8*
Nc1nnc(SCC(=O)n2c3ccccc3c3ccccc32)s1	2	1
O=C(Cc1ccccc1[N+](=O)[O-])Nc1ccc(OCc2ccccc2)cc1	15	1
CCOC(=O)N1CCN(S(=O)(=O)c2ccc(C)cc2)C1	4	0.89

Not a retest: 21 of the compounds above.
SMILES	HCV NS3h FP	Cy5 interf NS3h
NS(=O)(=O)c1ccc(NC(=O)c2ccc(Oc3ccccc3)cc2)cc1	1	1.2*
CCc1ccc(NC(=O)C(=O)NCCN2CCN(C(=O)c3ccccc3Cl)CC2)cc1	3	0.94
Cc1ccc(S(=O)(=O)Nc2cc(Cl)c(O)c(Cl)c2)cc1	-4	0.99
CCOc1ccc(/C=C2\N=C(c3ccccc3F)OC2=O)cc1	53*	1
O=C(c1ccc(Cl)cc1)N1N=C(c2ccc(F)cc2)CC1(O)C(F)(F)F (stereo not drawn)	12	0.93
COc1ccc(N2C(=O)c3ccccc3NC2c2cc(OC)c(OC)c(OC)c2)cc1 (stereo not drawn)	17	1
CCOc1ccccc1NC1=C(Cl)C(=O)N(c2ccc(Br)cc2)C1=O	11	1.1
CN1C(=O)/C(=C2/C(=O)N(CC(N)=O)c3ccccc32)SC1=S	3	0.88
Cc1cc(-c2ccccc2)nc2cc(C(=O)N3CCCC3)nn12	1	1
COc1ccc(CC(=O)Nc2ccc(Br)cc2)cc1OC	4	0.9
O=C(Nc1ccc(Cl)cc1)c1cccc2ccccc12	8	0.94
COc1ccc(/C=C(\C#N)C(=O)Nc2ccc(F)cc2)c2ccccc12	12	1.1
CCN(CC)c1ccc(NC(=O)c2ccc(-c3ccc([N+](=O)[O-])cc3)o2)cc1	10	1.2
CCCCN1C(=O)/C(=C/c2ccc(OC)cc2OC)SC1=S	16	0.96
N#CC1=C(N)Oc2c([nH]c(=O)[nH]c2=O)C1c1ccccc1 (stereo not drawn)	2	1.1
Cc1cc(C)c(NC(=O)c2ccc([N+](=O)[O-])c(C)c2)c(C)c1	8	1.1
S=C(S)N(CCN(Cc1cccs1)C(=S)S)Cc1cccs1	10	0.92
COc1ccc(C2C(C(C)=O)C(=O)CC(C)(O)C2C(C)=O)c(OC)c1 (stereo not drawn)	2	0.97
CCOn1c(=O)c(-c2ccccc2)[n+]([O-])c2ccccc21	-2	0.96
CCc1ccc(S(=O)(=O)Nc2cc(-c3c(O)ccc4ccccc34)c(O)c3ccccc23)cc1	9	0.78*
COc1cc(/C=C2\SC(=S)N(CC(C)C)C2=O)ccc1O	17	0.8*

Following part:
SMILES	HCV NS3h FP	Cy5 interf NS3h
Nc1nonc1-n1nnc(CN2CCOCC2)c1CN1CCOCC1	11	1.1
CCCC(=O)Nc1cc(OC)ccc1OC	16	0.74*
CNc1nc(Nc2ccc([N+](=O)[O-])cc2)nc(OCC(F)(F)C(F)F)n1	10	0.94
CC(=O)NC(C)C12CC3CC(CC(C3)C1)C2 (stereo not drawn)	-12	0.98
Cc1ccc(C)n1-c1ccc(OCC(=O)O)cc1	82*	1.4*
COC(=O)C1=C(C)NC(=O)N(C(C)=O)C1c1cccs1 (stereo not drawn)	7	0.98
NC(=S)N/N=C\c1c[nH]c2ccccc12	4	0.92
CCOC(=O)C1=NNC2C(=O)N(CC)C(=O)C12 (stereo not drawn)	2	1.1
O=C(O)/C=C/C(=O)Nc1ccc(C2(c3ccc(NC(=O)/C=C/C(=O)O)cc3)c3ccccc3-c3ccccc32)cc1	24	1.1
Cc1ccc(N(C(=O)c2ccc(Br)o2)C2C=CS(=O)(=O)C2)cc1 (stereo not drawn)	-3	1
CCC(=O)Nc1cccc2c1C(=O)c1ccccc1C2=O	11	1.1
O=C(Nc1ccc2c(c1)OCCO2)c1ccccc1Br	-3	0.91
O=C1C2C3CC4C2C(=O)C2(c5ccccc5)C1C3C42 (stereo not drawn)	6	1.1
CCC(C(=O)Nc1cccc(Br)c1)c1ccccc1 (stereo not drawn)	13	1
CN1C(c2ccccc2)CC(O)(c2ccccc2)CC1c1ccccc1 (stereo not drawn)	8	0.91

Look-ups from above.
CCOC(=O)C1=NNC2C(=O)N(CC)C(=O)C12 (stereo not drawn) | Cy5 interf NS3h: 1.1
CCC(=O)Nc1cccc2c1C(=O)c1ccccc1C2=O | HCV NS3h FP: 11

(further entries)
SMILES	HCV NS3h FP	Cy5 interf NS3h
COc1ccc(C(=O)Nc2cc(C(F)(F)F)ccc2Cl)cc1	15	1.1
C=CCNC(=O)CN(c1cccc(Br)c1)S(=O)(=O)c1ccccc1	24	0.94
COc1ccc(C2Nc3ccc4ccccc4c3C3=C2C(=O)CC(C)(C)C3)cc1[N+](=O)[O-] (stereo not drawn)	9	0.97
O=C1NC(=S)N/C1=C/c1ccc(OCc2cccc(C(=O)O)c2)cc1	62*	1.1
CCCCn1c(CN2C(=O)c3ccccc3C2=O)nc2ccccc2c1=O	-2	1
COc1cc(/C=C2\C(=O)N(c3cccc(C(=O)O)c3)N=C2C)cc([N+](=O)[O-])c1O	27	0.99
Cc1c(C(=O)N2CCN(c3ccc([N+](=O)[O-])cc3)CC2)oc2ccccc12	18	0.96
Cc1ccc(NC(=S)NC(=O)c2ccco2)c(Br)c1	5	1
COc1ccc(-c2nc(-c3ccccc3)c(-c3cc([N+](=O)[O-])ccc3C)[nH]2)c(OC)c1	0	1.1
COc1cc(/C=C2\SC(=S)N(C(C)C)C2=O)ccc1O	13	0.88
COc1cccc(NC2=NS(=O)(=O)c3cc([N+](=O)[O-])ccc32)c1	-1	1
Cc1cc(C(=O)Nc2ccc(C(N)=O)cc2)ccc1[N+](=O)[O-]	11	1
Cc1ccc(-c2cc(NC(=O)c3cccs3)n[nH]2)cc1	11	0.92
CC(C)(CO)C(O)C(=O)NCc1ccc(C(=O)O)cc1 (stereo not drawn)	0	1.1
CC1=C(C(=O)OCCOc2ccccc2)C(c2coc3ccc(Cl)cc3c2=O)C2=C(CCCC2=O)N1 (stereo not drawn)	4	0.96
CCN(c1ccccc1C(=O)O)S(=O)(=O)/C=C/c1ccccc1	-1	1.1
COC(=O)c1ccc(C(=O)OC)c(NC(=O)CC(c2ccccc2)c2ccccc2)c1	14	0.75*
CCOc1cc(/C=C(\C#N)c2nn(CCO)c(N)c2C#N)cc(Br)c1OC	-18	0.99
COc1ccc(S(=O)(=O)Nc2cc(C)ccc2OC)cc1Br	12	1
COc1ccc(CCNC(=O)CN(c2ccc(F)cc2)S(=O)(=O)c2ccccc2)cc1OC	8	1
COc1ccc(OC)c(C(O)c2nccn2C)c1 (stereo not drawn)	-8	0.87
O=C(c1cc2n(n1)C(C(F)(F)F)CC(c1ccc3c(c1)OCO3)N2)N1CCN(C(c2ccccc2)c2ccccc2)CC1 (stereo not drawn)	0	1
CCOn1c(=O)c(=O)n(OCC)c2ccccc21	2	0.96
CC(=O)c1c(C)nc2ccccc2c1-c1ccc(Cl)cc1	6	0.96
CCN1C(=O)/C(=C\c2ccc(OCc3cccc4ccccc34)cc2)SC1=S	29	1
N/C(=N/OC(=O)COc1ccccc1)c1ccc(Br)cc1	3	0.98
O=C1NC(=O)/C(=C/c2ccccc2[N+](=O)[O-])S1	1	1.1
Cc1c(Br)c(C(F)(F)F)nn1CC(=O)N(C)c1ccccc1	7	0.55*
CCC1(c2ccccc2)OC(=O)C2C3CCCCC3=C3CCCCC3C21 (stereo not drawn)	-1	0.99
Cc1ccc(N2C(=O)CC(N3CCCN(C)CC3)C2=O)cc1 (stereo not drawn)	3	1
c1ccc2c(c1)ccc1nc(-c3ccc4c(c3)OCO4)c3c(c12)CCC3	0	1
COC(=O)CSc1nc(NC(C)=O)nc(C)c1Br	3	1
CCN1C(=O)/C(=C2\SC(=S)N(NC(=O)c3ccccc3Cl)C2=O)c2ccccc21	11	1
CC(NC(=O)CN(c1cccc(Cl)c1)S(C)(=O)=O)c1ccccc1 (stereo not drawn)	2	1
O=C(COc1ccc(Cl)cc1Br)NCc1ccc2c(c1)OCO2	-7	0.94
c1csc(CNc2ccc(-c3nc4ccccc4s3)cc2)c1	22	0.94
CC(C)(C)NC(=O)c1cc2ccccc2o1	10	1
CC1=NN(c2ccc(S(N)(=O)=O)cc2)C(=O)/C1=C\c1ccc(-c2ccc(Cl)cc2)o1	0	0.91
COc1ccc(N2C(=O)c3ccccc3NC2c2ccccc2F)cc1 (stereo not drawn)	0	0.95
COc1ccc(NC(=O)CSC(N)=O)c(OC)c1	-11	1
CCC1=NN(C(=O)c2ccncc2)C(O)(c2ccc(Br)cc2)C1 (stereo not drawn)	-4	0.99
COc1ccc2c(c1)-c1c(sn(-c3ccc(OC)c(OC)c3)c1=S)C(C)(C)N2	11	0.94
COc1ccc(/C(N)=N\OC(=O)Cc2ccc(OC)c(OC)c2)cc1	7	0.99
O=C(/C=C/c1ccc(-c2ccc(Cl)cc2Cl)o1)c1ccccc1	6	1.1
C/C(=N/N1CCN(Cc2ccc(C)cc2)CC1)c1ccccc1O	10	0.98
COc1ccccc1N1CCN(/N=C\c2ccc(Br)s2)CC1	18	1
CCOc1ccc(/C=C2\C(=O)NC(=S)N(c3cccc(Br)c3)C2=O)cc1Cl	13	0.99
CCCN(CCC)C(=O)c1ccccc1	-2	1.1
CCOC(=O)c1sc(C)c2c(=O)n(CC(=O)NCc3ccccc3)c(C)nc12	1	1
CCOC(=O)C1=C(O)/C(=C/c2ccc(OCC(=O)Nc3ccc(C)cc3)cc2)N=C1C	-12	1.1
O=[N+]([O-])c1ccc(Cl)c(/C=N\N2CCN(Cc3ccccc3Cl)CC2)c1	7	1
COc1cc(/C=C2\C(=O)N(c3ccc(S(N)(=O)=O)cc3)N=C2C)cc(Cl)c1O	8	0.99
CCCC(=O)Nc1ccc(O)c(-c2nc3cc(C)ccc3o2)c1	-11	1.1
CCOc1ccc2oc(-c3ccccc3)c(C(=O)N3CCN(C)CC3)c2c1	5	0.88
O=C1C(=O)N(c2nncs2)C(c2ccc(F)cc2)C1=C(O)c1ccccc1 (stereo not drawn)	6	0.97
Cn1c(=O)c2c(ncn2CC(=O)Nc2nc(-c3ccccc3)cs2)n(C)c1=O	2	1
COc1ccc(C2C(=C(O)c3ccccc3)C(=O)C(=O)N2c2cccc([N+](=O)[O-])c2)c(OC)c1 (stereo not drawn)	7	1
O=C(Nc1ccc(Cl)cc1)c1ccc([N+](=O)[O-])cc1	9	1.1
CCOc1ccc(C2NC(=O)NC(C)=C2C(=O)Nc2ccccc2OC)cc1 (stereo not drawn)	-2	0.99
Cc1cc(C)nc(NS(=O)(=O)c2ccc(NC(=O)c3cc4cc([N+](=O)[O-])ccc4s3)cc2)n1	8	1.1
(list continues)
SMILES	HCV NS3h FP	Cy5 interf NS3h
COc1ccc(-n2nc3cc(C)c(NC(=O)COc4ccc([N+](=O)[O-])cc4)cc3n2)cc1	-1	1
CC/C(=C\C(=O)c1ccccc1)Nc1ccc(Br)cc1	12	1
O=C1Nc2ccccc2/C1=N/N=C\c1ccccc1[N+](=O)[O-]	33	0.59*
COc1ccccc1/C=C1/N=C(c2sc3ccccc3c2Cl)OC1=O	-2	1.1
CCOC(=O)c1c(-c2ccccc2)oc2cc(Br)c(OC(=O)c3ccco3)cc12	9	0.94
Cc1ccc(CC2CC2(Cl)Cl)c([N+](=O)[O-])c1 (stereo not drawn)	10	1
Cc1nc2ccccc2n1S(=O)(=O)c1cccc(Cl)c1Cl	8	0.98
CCn1c(=O)c(C(=O)NCCN2CCOCC2)c(O)c2ccccc21	-2	1
COc1ccc(N(CC(=O)NCc2ccncc2)S(=O)(=O)c2ccc(C)cc2)cc1	-1	0.92
Cc1ccc(S(=O)(=O)N(C)CCCC(=O)Nc2cccc(C)c2)cc1	5	0.99

High-throughput results from PubChem.
